Source: PubChem
TcdB GH inh = TcdB glycohydrolase inhibitors, primary screen, biochemical, single point, plate reader. inhibition, % at 9.99 µM. TcdB glycohydrolase enzymatic assay. 350,000 compounds, 0.24% hits; in the data active = inhibition above about 10%
Target sequence (P18177 whole entry, looked up): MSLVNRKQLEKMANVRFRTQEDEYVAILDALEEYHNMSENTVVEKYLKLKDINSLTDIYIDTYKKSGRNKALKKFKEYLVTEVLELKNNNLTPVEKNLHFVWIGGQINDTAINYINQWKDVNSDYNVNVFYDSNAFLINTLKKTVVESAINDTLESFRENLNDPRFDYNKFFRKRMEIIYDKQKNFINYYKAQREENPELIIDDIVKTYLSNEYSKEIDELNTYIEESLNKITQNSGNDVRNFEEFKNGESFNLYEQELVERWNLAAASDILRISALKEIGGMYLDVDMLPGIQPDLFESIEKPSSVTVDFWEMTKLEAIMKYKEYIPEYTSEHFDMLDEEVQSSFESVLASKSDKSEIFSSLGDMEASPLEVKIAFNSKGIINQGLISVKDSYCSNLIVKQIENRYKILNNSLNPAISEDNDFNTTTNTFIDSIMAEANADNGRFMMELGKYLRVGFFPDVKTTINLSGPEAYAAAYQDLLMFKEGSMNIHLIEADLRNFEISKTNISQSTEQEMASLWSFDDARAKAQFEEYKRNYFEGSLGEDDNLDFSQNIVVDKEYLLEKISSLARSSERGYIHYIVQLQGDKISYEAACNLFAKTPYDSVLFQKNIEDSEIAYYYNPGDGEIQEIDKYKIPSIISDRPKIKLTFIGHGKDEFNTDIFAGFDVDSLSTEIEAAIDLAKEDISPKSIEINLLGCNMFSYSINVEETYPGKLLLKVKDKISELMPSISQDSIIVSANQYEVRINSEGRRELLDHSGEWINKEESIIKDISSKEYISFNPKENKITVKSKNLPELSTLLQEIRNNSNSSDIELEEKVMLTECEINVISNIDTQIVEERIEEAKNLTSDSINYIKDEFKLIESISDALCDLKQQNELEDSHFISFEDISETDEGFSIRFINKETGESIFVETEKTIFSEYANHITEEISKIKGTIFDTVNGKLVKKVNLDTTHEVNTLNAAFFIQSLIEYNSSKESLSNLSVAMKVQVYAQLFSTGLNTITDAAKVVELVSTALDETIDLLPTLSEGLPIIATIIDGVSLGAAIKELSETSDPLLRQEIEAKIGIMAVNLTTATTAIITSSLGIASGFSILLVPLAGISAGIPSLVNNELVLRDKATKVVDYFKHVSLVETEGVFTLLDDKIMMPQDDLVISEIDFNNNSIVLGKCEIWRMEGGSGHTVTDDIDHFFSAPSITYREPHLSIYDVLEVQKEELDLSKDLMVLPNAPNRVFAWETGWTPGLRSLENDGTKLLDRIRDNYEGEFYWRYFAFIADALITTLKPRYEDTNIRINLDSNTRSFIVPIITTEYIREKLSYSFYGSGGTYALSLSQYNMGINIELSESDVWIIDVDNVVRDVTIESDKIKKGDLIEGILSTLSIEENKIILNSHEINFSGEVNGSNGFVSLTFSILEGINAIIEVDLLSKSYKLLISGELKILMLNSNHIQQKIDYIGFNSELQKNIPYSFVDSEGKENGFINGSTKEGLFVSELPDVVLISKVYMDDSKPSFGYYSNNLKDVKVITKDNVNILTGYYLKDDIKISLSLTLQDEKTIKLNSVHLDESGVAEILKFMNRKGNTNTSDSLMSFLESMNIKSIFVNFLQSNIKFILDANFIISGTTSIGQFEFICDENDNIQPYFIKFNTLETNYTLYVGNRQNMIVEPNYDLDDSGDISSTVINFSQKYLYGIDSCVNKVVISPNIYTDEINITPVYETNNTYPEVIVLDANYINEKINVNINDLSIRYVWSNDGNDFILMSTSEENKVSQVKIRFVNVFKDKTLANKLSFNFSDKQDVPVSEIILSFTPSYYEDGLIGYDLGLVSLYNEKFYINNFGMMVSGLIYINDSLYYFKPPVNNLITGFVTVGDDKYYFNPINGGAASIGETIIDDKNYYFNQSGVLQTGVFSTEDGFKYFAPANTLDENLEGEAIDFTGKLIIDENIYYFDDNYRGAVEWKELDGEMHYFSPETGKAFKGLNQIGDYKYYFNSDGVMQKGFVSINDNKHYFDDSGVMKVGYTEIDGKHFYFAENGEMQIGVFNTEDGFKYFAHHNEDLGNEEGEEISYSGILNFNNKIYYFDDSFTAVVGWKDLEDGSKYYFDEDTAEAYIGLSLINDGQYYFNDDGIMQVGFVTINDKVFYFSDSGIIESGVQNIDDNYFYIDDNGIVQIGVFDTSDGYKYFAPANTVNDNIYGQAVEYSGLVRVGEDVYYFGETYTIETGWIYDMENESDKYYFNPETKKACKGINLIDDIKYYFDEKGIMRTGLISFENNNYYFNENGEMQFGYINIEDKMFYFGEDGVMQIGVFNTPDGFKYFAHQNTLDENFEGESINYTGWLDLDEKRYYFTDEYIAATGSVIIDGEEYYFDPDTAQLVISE
The depositor's hits bear a star.

Start of the listing, in advance, ten compounds:
SMILES | TcdB GH inh
O=S(=O)(c1ccccc1)N1C[C@@H]2[C@H](c3ccccc31)[C@H](CO)N2Cc1ccccc1 | -1.2
COc1ccc2c3c(n(C)c2c1)[C@H](CO)NCC31CCN(S(=O)(=O)c2ccccc2)CC1 | 1.7
COC(=O)C[C@@H]1CC[C@H]2[C@H](COc3ccc(NC(=O)c4cccc(Cl)c4)cc3C(=O)N2C)O1 | -0.4
CCC(=O)N(C)C[C@@H]1Oc2ncc(-c3cccc(OC)c3)cc2C(=O)N([C@H](C)CO)C[C@@H]1C | -2.2
COc1ccc(NC(=O)Nc2ccc3c(c2)C(=O)N([C@@H](C)CO)C[C@H](C)[C@H](CN(C)Cc2ccc(Cl)c(Cl)c2)O3)cc1 | -0.9
C[C@H]1CN([C@@H](C)CO)C(=O)c2cc(C#Cc3cccnc3)cnc2O[C@H]1CN(C)S(C)(=O)=O | 1.5
O=C(C[C@H]1CC[C@@H]2[C@H](COC[C@@H](O)CN2Cc2ccncc2)O1)NCC1CC1 | -2.3
O=C(C[C@H]1CC[C@H](NC(=O)c2ccccn2)[C@@H](CO)O1)NCc1cc(F)cc(F)c1 | -0.7
O=C(CC1CC1)Nc1ccc2c(c1)[C@H]1C[C@@H](CC(=O)NC3CCCCC3)O[C@H](CO)[C@H]1O2 | -0.1
COc1ccc(NC(=O)N(C)C[C@H]2Oc3ccc(NS(=O)(=O)c4ccccc4)cc3CC(=O)N([C@H](C)CO)C[C@@H]2C)cc1 | -0.9

Results, previewed entries included:
SMILES | TcdB GH inh
O=S(=O)(c1ccccc1)N1C[C@@H]2[C@H](c3ccccc31)[C@H](CO)N2Cc1ccccc1 | -1.2
COc1ccc2c3c(n(C)c2c1)[C@H](CO)NCC31CCN(S(=O)(=O)c2ccccc2)CC1 | 1.7
COC(=O)C[C@@H]1CC[C@H]2[C@H](COc3ccc(NC(=O)c4cccc(Cl)c4)cc3C(=O)N2C)O1 | -0.4
CCC(=O)N(C)C[C@@H]1Oc2ncc(-c3cccc(OC)c3)cc2C(=O)N([C@H](C)CO)C[C@@H]1C | -2.2
COc1ccc(NC(=O)Nc2ccc3c(c2)C(=O)N([C@@H](C)CO)C[C@H](C)[C@H](CN(C)Cc2ccc(Cl)c(Cl)c2)O3)cc1 | -0.9
C[C@H]1CN([C@@H](C)CO)C(=O)c2cc(C#Cc3cccnc3)cnc2O[C@H]1CN(C)S(C)(=O)=O | 1.5
O=C(C[C@H]1CC[C@@H]2[C@H](COC[C@@H](O)CN2Cc2ccncc2)O1)NCC1CC1 | -2.3
O=C(C[C@H]1CC[C@H](NC(=O)c2ccccn2)[C@@H](CO)O1)NCc1cc(F)cc(F)c1 | -0.7
O=C(CC1CC1)Nc1ccc2c(c1)[C@H]1C[C@@H](CC(=O)NC3CCCCC3)O[C@H](CO)[C@H]1O2 | -0.1
COc1ccc(NC(=O)N(C)C[C@H]2Oc3ccc(NS(=O)(=O)c4ccccc4)cc3CC(=O)N([C@H](C)CO)C[C@@H]2C)cc1 | -0.9
C[C@@H]1CN([C@@H](C)CO)C(=O)c2cc(NS(=O)(=O)c3cn(C)cn3)ccc2O[C@H]1CN(C)S(=O)(=O)c1ccccc1 | -2.7
COC(=O)C[C@H]1CC[C@@H]2[C@@H](COc3ccc(NC(=O)C4CC4)cc3C(=O)N2C)O1 | -0.6
Cc1ccc(-c2ccc([C@H]3[C@H]4CN(C(=O)c5ccncc5)CC(=O)N4[C@H]3CO)cc2)cc1 | 1.2
Cc1ccc(S(=O)(=O)Nc2ccc3c(c2)C(=O)N([C@@H](C)CO)C[C@@H](C)[C@@H](CN(C)C(=O)Nc2cccc4ccccc24)OCCCC[C@@H](C)O3)cc1 | 0.0
O=C(C1CCOCC1)N1CC2(C1)[C@@H](c1ccccc1)[C@@H](CO)N2C(=O)CC1CC1 | -0.6
COc1ccc(NC(=O)Nc2ccc3c(c2)C(=O)N([C@@H](C)CO)C[C@@H](C)[C@@H](CN(C)C(=O)NC(C)C)O3)cc1 | 0.6
O=C(CN1CCOCC1)NCC[C@@H]1CC[C@@H](NC(=O)Cc2ccccn2)[C@@H](CO)O1 | -1.5
CC(C)C#Cc1cnc2c(c1)C(=O)N([C@@H](C)CO)C[C@H](C)[C@@H](CN(C)C(=O)CC1CC1)O2 | -0.3
COc1ccccc1S(=O)(=O)N[C@H]1C=C[C@@H](CC(=O)N2CCN(C)CC2)O[C@H]1CO | -7.4
C[C@H]1CN([C@@H](C)CO)C(=O)c2cc(NC(=O)NC3CCCCC3)ccc2O[C@H]1CN(C)S(C)(=O)=O | -0.8
C[C@H](NC(=O)[C@@H]1[C@@H](CO)[C@@H]2Cn3c(cccc3=O)[C@H]1N2Cc1cccnc1)c1ccccc1 | 0.4
CC(=O)N(C)C[C@@H]1Oc2ncc(C#CC3(O)CCCC3)cc2C(=O)N([C@@H](C)CO)C[C@@H]1C | 1.9
O=C(c1cccnc1)N1CCCCN2[C@@H](CO)[C@@H](c3ccc(C#Cc4ccccc4)cc3)[C@@H]2C1 | 0.5
C[C@@H]1CCCCO[C@@H](CN(C)S(=O)(=O)c2ccc(F)cc2)[C@@H](C)CN([C@H](C)CO)C(=O)c2cc(NC(=O)C3CCCCC3)ccc2O1 | -0.6
CCNC(=O)C[C@@H]1CC[C@H]2[C@@H](COC[C@H](O)CN2C(=O)CC)O1 | 0.0
Cc1noc(C)c1S(=O)(=O)Nc1ccc2c(c1)C(=O)N([C@@H](C)CO)C[C@@H](C)[C@@H](CN(C)Cc1ccccc1)OCCCC[C@H](C)O2 | -0.7
CO[C@H]1CN(C)C(=O)c2cc(NC(=O)C3CC3)ccc2OC[C@@H](C)N(Cc2cc(F)ccc2F)C[C@H]1C | 1.0
O=C(c1cccnc1)N1C[C@H]2[C@@H](c3ccccc31)[C@H](CO)N2C(=O)Nc1ccccc1F | -0.4
CO[C@@H]1CN(C)C(=O)c2ccc(NS(=O)(=O)c3ccccc3F)cc2OC[C@@H](C)NC[C@H]1C | 0.2
CN(C)CCCNC(=O)[C@@H]1[C@@H](CO)[C@@H]2Cn3c(cccc3=O)[C@H]1N2CC1CC1 | 0.0
C[C@H](CO)N1C[C@H](C)[C@@H](CN(C)Cc2ccccc2)Oc2ccc(N(C)C)cc2CC1=O | -15.7
O=C(C[C@@H]1C[C@@H]2c3cc(NC(=O)CC4CC4)ccc3O[C@@H]2[C@@H](CO)O1)NCCc1ccccc1 | -1.0
CO[C@@H]1CN(C)C(=O)c2ccc(NC(=O)C3CC3)cc2OC[C@@H](C)N(C(C)=O)C[C@H]1C | 0.0
C[C@@H]1CN([C@@H](C)CO)C(=O)c2cc(NS(=O)(=O)c3cn(C)cn3)ccc2O[C@@H]1CN(C)Cc1ccccc1 | 0.0
CO[C@@H](CN(C)C(=O)Nc1ccc(F)cc1)[C@H](C)CN(Cc1ccccc1Cl)[C@@H](C)CO | -1.5
C[C@@H]1CN([C@H](C)CO)S(=O)(=O)c2ccc(C#C[C@@H](C)O)cc2O[C@H]1CN(C)C(=O)Cc1ccccn1 | -1.6
C[C@@H]1CN([C@@H](C)CO)C(=O)c2cc(C#CC3(O)CCCC3)cnc2O[C@@H]1CN(C)C(=O)Cc1ccccc1 | 1.0
COc1cccc(S(=O)(=O)N2CCCCN3[C@H](C2)[C@H](c2ccc(-c4ccccc4)cc2)[C@@H]3CO)c1 | -7.2
COc1ccc(NC(=O)Nc2ccc3c(c2)C(=O)N([C@H](C)CO)C[C@@H](C)[C@H](CN(C)S(=O)(=O)c2cccs2)O3)cc1 | 0.3
COc1ccc(NC(=O)Nc2ccc3c(c2)C(=O)N([C@H](C)CO)C[C@H](C)[C@H](CN(C)C(=O)Nc2ccc(F)cc2)O3)cc1 | -0.3
Cc1ccc(S(=O)(=O)Nc2cccc3c2O[C@H](CN(C)CC2CCCCC2)[C@H](C)CN([C@H](C)CO)C3=O)cc1 | -0.6
Cc1ccccc1-c1ccc([C@@H]2[C@@H](CO)N3CCCCN(CC4CC4)C[C@H]23)cc1 | -0.3
Cc1noc(C)c1NC(=O)Nc1cccc2c1O[C@H](CN(C)CC1CC1)[C@@H](C)CN([C@@H](C)CO)C2=O | -0.8
CNC(=O)C1=C[C@H](c2csc3ccccc23)C[C@H](OCCCCO)O1 | 2.0
C[C@@H]1CN([C@H](C)CO)C(=O)c2cc(NS(=O)(=O)c3ccc(F)cc3)ccc2O[C@@H]1CN(C)S(=O)(=O)c1ccc(Cl)cc1 | 1.0
C[C@@H]1CN([C@H](C)CO)C(=O)c2cccc(NC(=O)c3nc4ccccc4s3)c2O[C@@H]1CN(C)S(=O)(=O)c1cn(C)cn1 | 0.1
CN1CCN(C(=O)C[C@H]2C[C@@H]3c4cc(NC(=O)Nc5ccc(F)cc5)ccc4O[C@@H]3[C@H](CO)O2)CC1 | 0.1
COc1ccc(S(=O)(=O)Nc2cccc3c2O[C@@H](CN(C)Cc2ccc4c(c2)OCO4)[C@@H](C)CN([C@@H](C)CO)C3=O)cc1 | 1.1
C[C@H]1CN([C@@H](C)CO)C(=O)c2cc(C#CC3CC3)cnc2O[C@H]1CN(C)C(=O)c1ccccc1 | 0.5
Cc1noc(C)c1NC(=O)N(C)C[C@@H]1Oc2c(NC(=O)Nc3cccc4ccccc34)cccc2C(=O)N([C@H](C)CO)C[C@H]1C | -0.5

Next structures:
SMILES | TcdB GH inh
O=C(O)C[C@@H]1CC[C@@H](NC(=O)Nc2ccccc2)[C@H](CO)O1 | 0.9
C[C@@H]1CN([C@H](C)CO)C(=O)c2cc(NC(=O)CCN3CCOCC3)ccc2O[C@@H]1CN(C)S(C)(=O)=O | 0.3
C[C@H](CO)N1C[C@H](C)[C@H](CN(C)S(C)(=O)=O)Oc2ccc(NC(=O)CCCN(C)C)cc2CC1=O | -0.6
COCCNC(=O)C[C@@H]1CC[C@@H]2[C@H](COC[C@H](O)CN2C(=O)Nc2ccccc2OC)O1 | 0.6
O=C(C[C@@H]1CC[C@H](NC(=O)c2cccc(F)c2)[C@@H](CO)O1)NCc1ccccc1 | -0.2
CO[C@@H]1CN(C)C(=O)c2ccc(NS(C)(=O)=O)cc2OC[C@H](C)N(C(=O)CC2CC2)C[C@@H]1C | -0.3
C/C=C/c1ccc2c(c1)O[C@H](CN(C)C)[C@@H](C)CN([C@H](C)CO)S2(=O)=O | 0.5
Cc1ccc(S(=O)(=O)N[C@@H]2C=C[C@@H](CC(=O)N3CCc4ccccc4C3)O[C@H]2CO)cc1 | 0.2
CCNC(=O)C[C@@H]1CC[C@H]2[C@H](COc3ccc(NC(=O)Nc4cccc(Cl)c4)cc3C(=O)N2C)O1 | 0.8
C[C@H](CO)N1C[C@H](C)[C@H](CN(C)C(=O)CN(C)C)Oc2ncc(C#Cc3ccncc3)cc2C1=O | -1.3
C[C@@H]1CN([C@@H](C)CO)C(=O)c2cc(NC(=O)Nc3ccc(F)cc3)ccc2O[C@@H]1CN(C)S(=O)(=O)c1cn(C)cn1 | 0.9
COc1cccc(NC(=O)Nc2ccc3c(c2)C(=O)N(C)C[C@H](OC)[C@H](C)CN[C@H](C)CO3)c1 | -0.1
C[C@@H]1CCCCO[C@H](CN(C)Cc2ccccc2)[C@H](C)CN([C@@H](C)CO)C(=O)c2cc(NC(=O)C3CCCCC3)ccc2O1 | -1.0
COc1ccccc1C(=O)N1C[C@H]2[C@@H](c3ccccc31)[C@H](CO)N2C(=O)C1CCCCC1 | -1.1
CCNC(=O)C[C@@H]1C=C[C@H](NS(=O)(=O)c2ccc(F)cc2)[C@@H](CO)O1 | -0.1
C[C@H]1CCCCO[C@@H](CN(C)Cc2ccc(C(=O)O)cc2)[C@@H](C)CN([C@@H](C)CO)C(=O)c2cc(NC(=O)NC3CCCCC3)ccc2O1 | -1.3
Cc1ccc(-c2ccc3c(c2)O[C@@H](CN(C)Cc2ccc(F)cc2)[C@@H](C)CN([C@@H](C)CO)S3(=O)=O)cc1 | 0.9
C[C@H]1CN([C@@H](C)CO)C(=O)c2cccc(NC(=O)c3ccc(-c4nccs4)cc3)c2O[C@H]1CN(C)C(=O)Nc1ccccc1 | 0.9
CN1c2ccc(C3=CCCCC3)cc2[C@@H]2[C@@H](CCN2C(=O)C2CCC2)[C@H]1CO | -1.1
C[C@H](CO)N1C[C@H](C)[C@@H](CN(C)C(=O)Nc2ccc3c(c2)OCO3)OCCCC[C@H](C)Oc2ccc(NC(=O)Nc3ccc(F)cc3)cc2C1=O | -2.4

The closing 2 compounds of the part before lead into the next.
SMILES | TcdB GH inh
CN1c2ccc(C3=CCCCC3)cc2[C@@H]2[C@@H](CCN2C(=O)C2CCC2)[C@H]1CO | -1.1
C[C@H](CO)N1C[C@H](C)[C@@H](CN(C)C(=O)Nc2ccc3c(c2)OCO3)OCCCC[C@H](C)Oc2ccc(NC(=O)Nc3ccc(F)cc3)cc2C1=O | -2.4
O=C(C1CCC1)N1CC2(C1)[C@H](c1ccccc1)[C@@H](CO)N2Cc1cncnc1 | -1.0
COCC#Cc1ccc2c(c1)O[C@@H](CN(C)C(=O)NC(C)C)[C@@H](C)CN([C@H](C)CO)S2(=O)=O | -0.3
Cc1ccc(S(=O)(=O)Nc2ccc3c(c2)C(=O)N([C@@H](C)CO)C[C@@H](C)[C@H](CN(C)CC2CC2)OCCCC[C@H](C)O3)cc1 | -0.2
C[C@H]1CCCCO[C@H](CN(C)C(=O)NC2CCCCC2)[C@@H](C)CN([C@@H](C)CO)C(=O)c2cc(NC(=O)c3ccncc3)ccc2O1 | 0.9
CC(=O)N1C[C@@H]2[C@H](c3ccccc31)[C@H](CO)N2C(=O)CC1CC1 | -0.1
O=C(C[C@H]1CC[C@H]2[C@@H](COC[C@@H](O)CN2S(=O)(=O)c2cccc(Cl)c2)O1)NCc1ccncn1 | -1.1
C[C@@H]1CN([C@H](C)CO)C(=O)c2cc(NS(=O)(=O)c3cccs3)ccc2O[C@@H](C)CCCCO[C@@H]1CN(C)Cc1ccccc1 | 2.0
O=C(N[C@@H]1CC[C@@H](CCNS(=O)(=O)c2ccc(F)cc2)O[C@H]1CO)C1CCOCC1 | 1.2
COc1ccc(CN(C)C[C@@H]2OCCCC[C@@H](C)Oc3ccc(NC(=O)Nc4ccc5c(c4)OCO5)cc3C(=O)N([C@@H](C)CO)C[C@@H]2C)cc1 | 0.5
O=C(c1ccc(F)cc1)N1CCCCN2[C@H](CO)[C@@H](c3ccc(-c4ccc(F)cc4)cc3)[C@@H]2C1 | 0.1
O=C1N(Cc2ccccc2)Cc2ccccc2[C@@H]2OC(c3ccc(OCCCO)cc3)=N[C@]12Cc1ccccc1 | 0.6

Not all compounds are listed; the hit share may differ from the screen's.
